Bioassay records (PubChem)
aDG glyco up – alpha-DG glycosylation activation; Pro5-aDG cells, alpha-DG glycosylation AlphaScreen (IIH6); 0% Pro5, 100% B10-LARGE cell signal; activation, % at 10 µM; 360,000 tested, 0.22% active; AID 624168;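 active = activation of at least 8% versus controls, or a plate z-score of at least 8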;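 also: Pro5 are CHO cells carrying HIG-tagged alpha-DG that lacks glycosylation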
NR2E3 ag-1 – agonists of human nuclear receptor NR2E3; GST-NR2E3/biotin-RetCOR TR-FRET, 1536-well; inhibition of corepressor binding, % at 4.78 µM; 320,000 tested, 0.12% active; AID 2300;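 active = percent inhibition above the cutoff of mean plus 3 SD of all tested compounds, set per screening campaign, cut at about 20% in these data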;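 also: 0% = DMSO wells and 100% = biotin wells as full block of FRET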
Target sequence (Q9Y5X4 whole entry, looked up): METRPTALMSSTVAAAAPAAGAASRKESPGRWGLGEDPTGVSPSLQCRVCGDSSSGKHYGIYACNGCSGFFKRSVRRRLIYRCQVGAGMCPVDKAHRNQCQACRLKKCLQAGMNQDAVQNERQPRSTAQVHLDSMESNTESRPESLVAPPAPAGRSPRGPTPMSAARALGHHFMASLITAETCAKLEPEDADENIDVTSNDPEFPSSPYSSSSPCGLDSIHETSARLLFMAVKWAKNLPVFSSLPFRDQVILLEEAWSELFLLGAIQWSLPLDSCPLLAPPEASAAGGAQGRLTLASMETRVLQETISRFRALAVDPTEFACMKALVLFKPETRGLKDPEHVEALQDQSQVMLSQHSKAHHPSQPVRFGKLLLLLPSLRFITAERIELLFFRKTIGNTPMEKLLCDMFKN
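Material: NR2E3–RetCOR corepressor complex / Incubation: Compound–protein incubation for 5 h at 4 °C / Dosing: compound at 4.8 µM, single dose / Detection: time-resolved FRET / Benchmarks: high control biotin, low control 0.6% DMSO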
NR2E3 ag-2 – human photoreceptor-specific nuclear receptor agonism; AID 602229; 360,000 tested, 0.35% active; inhibition of corepressor binding, % at 3.98 µM; Q9Y5X4; CHO-S Gal4-NCOR/VP16-NR2E3 two-hybrid, luciferase;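 active = inhibition above the mean of all tested compounds plus 3 SD, cut at about 70% in these data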;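 also: 0% = DMSO with NR2E3 transfected cells and 100% = cells lacking NR2E3 construct; higher means lower luciferase signal from less NR2E3 corepressor binding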
TRPM1 prom inh – inhibitors of MITF-driven TRPM1 promoter in melanoma cells; SK-MEL-5 TRPM1 promoter luciferase, 24 h; inhibition, % at 12.5 µM; 330,000 tested, 0.83% active; AID 488899;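 active = mean inhibition across replicates of 60% or more, whatever share of single replicates reaches that level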; also: values of inactives mirror those of a sister screen read the other way
KKLEB cytotox – CF airway cell cytotoxicity counter-screen; 360,000 tested, 0.36% active; activity change (cytotoxicity), % at 5 µM; AID 602141; KKLEB CF airway cells viability, ATPlite luminescence, overnight; hits give low values; cells stimulated with P. aeruginosa culture filtrate;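 active = corrected activity change at or below -50% at 5 µM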
TWEAK Fn14 block – blocks TWEAK-Fn14 interaction in a reporter cell assay; inhibition, % at 10 µM; 360,000 tested, 2% active; TWEAK-stimulated Fn14 reporter cells, luciferase luminescence, 8 h; in the data active = inhibition above about 50%
hiPSC survival – enhancers of human iPSC single-cell survival; hiPSC single-cell survival, ATPlite luminescence; 100% = ROCK inhibitor wells, 0% = DMSO; survival enhancement, % at 20 µM; 360,000 tested, 0.044% active; AID 602274; in the data active = survival enhancement above about 18%;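 also: cells exposed to compounds for 16 hours before the ATP read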
HIF-2a block – blocks HIF-2a reporter activity | 786-0 RCC cells HIF-2a reporter, luciferase luminescence, overnight | inhibition, % at 18.8 µM | 360,000 tested, 0.72% active;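 active = inhibition of the luminescence signal of 40% or more relative to plate controls, in a single-dose primary screen at 18.75 µM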
CF NFkB inh – inhibitors of cystic fibrosis induced NF-kB; KKLEB NF-kB-GFP reporter, PAF-induced, GFP fluorescence overnight; 360,000 tested, 0.86% active; inhibition, % at 5 µM;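 active = at least 50% inhibition at 5 µM, scaled per plate between neutral and stimulator controls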;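 also: PAF is a Pseudomonas aeruginosa culture filtrate used as stimulus; plate controls were PAF-stimulated DMSO wells for no effect and unstimulated DMSO wells for full effect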
Peg3 prom inh – inhibitors of Peg3 promoter; HeLa PEG-Prom luciferase reporter, luminescence, overnight; inhibition, % at 20 µM; 360,000 tested, 1.7% active; AID 588405;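 active = inhibition of at least 50% at 20 µM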
Shn3 inh set2 – inhibitors of Schnurri-3 3'UTR reporter in osteoblasts; Clone20 osteoblast Shn3 3'UTR firefly luciferase, 24 h; inhibition, % at 12.5 µM; 360,000 tested, 0.52% active; AID 588674;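 active = mean inhibition of at least 75% with every replicate also reaching 75%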;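 also: 0% = median of neutral control wells and 100% = pilot-screen positive control compound; some compounds past the cut are filed as inactive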
* marks the source's active call; other numbers are inactive results; · = not tested or not shown.

The line under a structure holds: TRPM1 prom inh	hiPSC survival	Shn3 inh set2	Peg3 prom inh	CF NFkB inh	NR2E3 ag-2	TWEAK Fn14 block	aDG glyco up	KKLEB cytotox	HIF-2a block	NR2E3 ag-1
COc1ccc(NC(=O)CSCC(=O)Nc2cc(Cl)ccc2N2CCCC2)cc1
  7	-0.5	10	28	5	-11	-7	0.3	3	18	2
Cc1ccccc1NC(=O)c1ccc2c(c1)C(=O)N(CCC(C)C)C2=O
  3	-1.3	-7	11	6	-3	8	0.1	-2	10	-1
O=c1cc(O)c2c(=O)n(C3CCCCC3)c3ccccc3c2o1
  9	2.0	28	10	-11	-9	0	0.1	-4	8	-1
CCOC(=O)C1CCN(C(=O)c2sc3nc(C)nc(N4CCC(C)CC4)c3c2C)CC1
  0	2.6	88*	9	23	-20	-32	0.2	-10	23	-5
CCC(C)NC(=O)C1(O)c2cc(Br)ccc2NC(=O)N1c1cccc(OC)c1 (stereo not drawn)
  -4	-0.5	5	4	6	7	10	-0.1	-4	7	-4
O=C(NCCc1ccccn1)c1cccnc1Oc1ccc(Cl)cc1
  16	-0.8	4	2	11	-21	-18	-0.1	-2	5	-1
COC(=O)c1cccc(S(=O)(=O)N2CCC(C)CC2)c1
  8	-1.7	-20	12	-8	27	7	0.0	6	10	-3
COc1cc(OC)cc(-c2ncc3ccccn23)c1
  -1	2.6	-11	8	-2	-2	-12	0.0	10	19	-2
N/C(=N\OC(=O)c1ccccc1)c1ccn[nH]1
  -19	0.2	-88	-207	-16	-132	35	0.1	13	-172	1
Nc1ccc(Sc2ccc([N+](=O)[O-])cc2)cc1
  -8	-0.3	8	-3	8	-14	-5	0.3	-4	-25	-1
Cn1c(SCC(=O)NCC2CCCO2)nnc1-c1ccc(S(=O)(=O)N2CCCC2)cc1 (stereo not drawn)
  -3	3.3	27	2	-2	8	0	-0.2	6	10	-1
Cc1ccc(Nc2cc(C)c3c(O)cccc3n2)cc1C
  -105	-0.2	-28	-340	24	-120	-1	0.1	-10	-287	-1
Cc1ccc(NC(=O)COc2ccccc2CNC(C)(C)CC(C)(C)C)cc1
  52	-5.2	31	75*	30	2	-34	2.1	-18	-35	0
COc1cc(/C=C2\SC(=O)NC2=O)ccc1Oc1ccc([N+](=O)[O-])cc1[N+](=O)[O-]
  19	3.5	-6	12	2	-40	63*	0.9	3	3	1
O=C(CSCc1c(Cl)cccc1Cl)NCc1ccco1
  -6	3.2	4	-7	-2	-20	6	0.0	-13	-6	1
COc1ccc(NC(=O)C(NC(C)=O)C(=O)NCc2ccccc2Cl)cc1 (stereo not drawn)
  6	-0.4	2	16	-1	-2	-8	-0.4	0	14	0
O=c1cc(O)c(-c2ccc(Cl)cc2)c(Cl)[nH]1
  16	-0.4	·	9	0	9	0	-0.1	3	17	4
O=C1c2cc(F)ccc2OC2(CCNCC2)C12CC(c1ccccc1)=NO2 (stereo not drawn)
  -7	-2.7	-5	-14	4	6	10	0.5	-15	9	6
O=C(NN=C1CCCCCC1)c1c[nH]c2ccccc12
  9	-0.2	-14	30	4	-16	18	-0.1	-5	-8	3
NS(=O)(=O)c1cccc(NC(=S)NCc2ccc3c(c2)OCO3)c1
  -18	0.6	-3	12	-10	11	0	-0.5	-2	22	2

Next section.
The line under a structure holds: TRPM1 prom inh	hiPSC survival	Shn3 inh set2	Peg3 prom inh	CF NFkB inh	NR2E3 ag-2	TWEAK Fn14 block	aDG glyco up	KKLEB cytotox	HIF-2a block	NR2E3 ag-1
CCCC/C(C)=N/NC(=O)NC1CCCCC1
  5	-0.2	-1	-10	7	-12	-14	1.6	-5	7	-2
CS(=O)(=O)N(CC(=O)Nc1ccccc1-c1ccccc1)c1cccc(F)c1
  9	-0.6	9	10	-5	-12	18	0.8	-6	12	4
Cc1cc(C)cc(NC(=O)CN2CCN(CCN=CC3=C(O)CC(c4ccc(Cl)cc4)CC3=O)CC2)c1 (stereo not drawn)
  -4	-0.5	-11	6	4	-13	12	-0.2	9	17	0
O=C(NCCOCc1ccc(Cl)cc1)c1ncn[nH]1
  5	-1.1	18	-3	6	28	16	0.2	2	11	6
CCCOc1ccc(F)cc1-c1cc(C(=O)Nc2ccc(OC)c(OC)c2)[nH]n1
  ·	0.4	-23	-8	-4	-16	28	-0.3	4	-4	·
Cc1ccc2nc(N3CCN(S(=O)(=O)c4ccc5c(c4)OCCO5)CC3)c(C#N)cc2c1
  -3	-0.4	49	5	10	14	24	1.5	0	4	-3
Cc1ccc(NC(=O)c2ccccc2N(C)S(C)(=O)=O)cc1C
  5	-1.8	-6	7	1	-16	-6	0.1	8	18	5
O=C(CN(Cc1ccccc1)C(=O)CNS(=O)(=O)c1ccc(Cl)cc1)NCC1CCCO1 (stereo not drawn)
  2	0.1	-13	23	-4	2	27	0.0	-3	12	1
O=C1CC[C@@H]2CC3(C[C@@H]4CCN1[C@H]24)Nc1ccccc1NC3=NC1CCCCC1 (stereo partly drawn)
  -5	-0.1	10	-12	-13	-34	-18	0.2	3	-2	·
CN(CC(=O)Nc1cccc(C(F)(F)F)c1)C1=NS(=O)(=O)c2ccccc21
  -9	2.7	-1	0	6	14	28	-0.1	0	16	·
Cc1ccsc1C(=O)N1CCCC(N2CCN(c3cccc(Cl)c3)CC2)C1 (stereo not drawn)
  5	0.0	-3	-12	23	2	-2	0.2	-11	-8	5
N#C/C(=C\c1ccc(O)cc1)c1nc2ccccc2o1
  -54	0.6	-93	-256	-6	-89	-8	-0.4	14	-343	0
Cc1cc(C)c(C(=O)N(CCN(C)C)CC2CCCN(Cc3ccccc3F)C2)o1 (stereo not drawn)
  -14	-0.5	10	-12	23	14	3	-0.3	-20	6	1
O=C(CN1C(=O)CSc2ccc(S(=O)(=O)N3CCOCC3)cc21)NCc1ccc(Cl)cc1
  -8	1.6	-9	6	0	-9	9	-0.1	9	11	0
COc1ccc(OCCCC(=O)Nc2nc(C)c(C(C)=O)s2)cc1
  -7	-0.2	13	4	0	-1	6	0.0	3	14	-1
COc1ccc(S(=O)(=O)N2CCc3ccccc3C2)cc1C(=O)O
  7	-0.6	1	8	-23	-16	3	0.0	5	13	-3
Cc1nc2cc(C(F)(F)F)ccc2n1C1CCN(CC(=O)N2CCCC2)CC1
  5	-1.2	7	6	3	25	-4	-0.3	2	17	0
N#C/C(=C\c1cccc(O)c1)C(=O)Nc1ccc2c(c1)OCCO2
  -1	-0.5	8	-39	41	-7	-22	-0.1	-20	-12	-2
O=C(Nc1cccc(C(=O)O)c1)/C(=C\c1ccc2c(c1)OCO2)NC(=O)c1ccccc1
  -4	1.9	-33	-4	-6	8	-16	-0.3	6	2	2
COC(=O)C=C1CCC2C3CC(F)C4(O)CC(=O)CCC4(C)C3C(=O)CC12C (stereo not drawn)
  -6	0.1	2	11	-7	-47	26	0.1	6	4	·

Following part
The line under a structure holds: TRPM1 prom inh	hiPSC survival	Shn3 inh set2	Peg3 prom inh	CF NFkB inh	NR2E3 ag-2	TWEAK Fn14 block	aDG glyco up	KKLEB cytotox	HIF-2a block	NR2E3 ag-1
CSc1nc2ccc(S(=O)(=O)NC3CCCCC3)cc2s1
  0	-4.1	18	12	10	50	17	0.8	1	-11	5
S=C1SCN(Cc2ccco2)CN1Cc1ccco1
  45	-0.6	5	24	6	-43	21	-0.2	-17	4	2
O=c1cc(CSc2ccc(Cl)cc2)nc(-c2ccncc2)[nH]1
  -2	-0.9	-2	10	23	5	3	-0.5	5	11	-4
CCc1ccccc1NC(=S)N(CCCN1CCOCC1)Cc1ccccn1
  13	0.6	-5	1	16	-26	10	0.0	3	7	-1
Cc1nc2ncnn2c(C)c1Cc1ccc(Cl)cc1
  3	2.1	6	14	3	3	-10	0.0	-6	4	4
CCOC(=O)c1c(NC(C)=O)sc2c(OCCN(CC)CC)c(Br)ccc12
  -24	-1.3	-3	27	-26	-11	-43	0.7	-2	-2	-4
O=C(O)CCn1c(-c2ccccn2)nc2ccccc21
  -9	-1.0	-6	-18	-9	-16	-21	0.0	3	-28	-3
CCN1CCN(C(=S)Nc2ccc3nc(N4CCN(CC)CC4)cc(C)c3c2)CC1
  6	-1.1	-44	0	-16	-12	-15	0.1	-15	27	3
Cc1c(C(=O)OC2CCCCC2)[nH]c2c1C(=O)CC(C)(C)C2
  -60	1.7	-14	-88	5	-14	-29	0.0	-1	-73	0
O=C(CCCCC(=O)NCCc1ccccc1)NCCc1ccccc1
  -4	1.1	-5	11	-6	-14	0	0.0	20	18	6
Cc1ccc(S(=O)(=O)/N=C(\Nc2cccc(C)c2)Nc2nc(C)cc(C)n2)cc1
  -10	3.6	9	-8	8	2	-22	0.0	-4	13	0
COc1cccc(C(=O)COC(=O)CCCC(=O)NC2CCCCC2)c1
  3	-0.3	-5	13	6	-5	1	0.1	-21	2	2
COc1c(C)cc(Br)cc1C(=O)Nc1ccccc1N1CCN(C(=O)c2ccccc2)CC1
  -4	-0.5	8	8	5	-17	7	0.5	10	13	-2
Cc1cc(-c2ccc(Br)s2)nc(-n2cccc2)n1
  -5	5.2	-11	-42	5	-5	-5	0.1	-5	-61	·
COc1ccc2c(c1)c1ncn(CCN3CCNCC3)c(=O)c1n2C
  -14	-0.5	1	-13	-12	-1	4	0.0	-9	-7	0
CCCCCN(C(=O)CCC(=O)OCc1ccccc1C)c1c(N)n(CCCC)c(=O)[nH]c1=O
  3	0.1	-9	15	4	20	-1	-0.1	5	-9	1
CC(=O)CCc1ccc(OC(=O)c2cccnc2)cc1
  2	2.7	-1	4	-8	-20	-15	-0.3	4	11	2
O=C(NCC(=O)N(Cc1ccccc1)C(C(=O)NC1CCCC1)c1ccncc1)c1ccco1 (stereo not drawn)
  -2	2.2	8	-3	3	-28	0	-0.2	10	3	2
c1ccc(-c2cnnc(N3CCCCC3)n2)cc1
  -83	11	-89	-248	-19	-33	-23	0.0	9	-245	-3
CC[n+]1ccc(/C=C2\Sc3ccccc3N2CCCS(=O)(=O)[O-])c2ccccc21
  8	-0.2	67	8	-8	-44	6	-0.5	17	6	2
CC(OC(=O)C1CCCCC1)c1nc2ccccc2[nH]1 (stereo not drawn)
  0	-2.1	21	12	11	19	59*	0.1	5	12	-2
Cn1c(SCc2ccc(Cl)cc2)nnc1-c1ccc2nonc2c1
  -15	-0.8	7	4	8	1	-4	0.2	-3	0	-3
CCN(c1ccc(OC)cc1)S(=O)(=O)c1nnc(NC(=O)c2ccccc2Cl)s1
  -4	-0.3	-6	20	4	4	15	0.1	-5	0	-2

Three structures already listed, ordered by length of the SMILES, largest number first:
The line under a structure holds: TRPM1 prom inh	hiPSC survival	Shn3 inh set2	Peg3 prom inh	CF NFkB inh	NR2E3 ag-2	TWEAK Fn14 block	aDG glyco up	KKLEB cytotox	HIF-2a block	NR2E3 ag-1
O=C(CN1C(=O)CSc2ccc(S(=O)(=O)N3CCOCC3)cc21)NCc1ccc(Cl)cc1
  -8	1.6	-9	6	0	-9	9	-0.1	9	11	0
Cc1nc2cc(C(F)(F)F)ccc2n1C1CCN(CC(=O)N2CCCC2)CC1
  5	-1.2	7	6	3	25	-4	-0.3	2	17	0
CCc1ccccc1NC(=S)N(CCCN1CCOCC1)Cc1ccccn1
  13	0.6	-5	1	16	-26	10	0.0	3	7	-1
